MMP13 fTHP cleavage: MMP13 inhibitors among fluorescent compounds, confirmation, biochemical, possible fluorescent artifacts, delta fluorescence (AID 734) | Collagenase 3 (Homo sapiens) | MMP13 fTHP FRET cleavage, delta fluorescence 4 h; active compounds read high | inhibition, %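 (each compound tested at 4 µM nominal in triplicate)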 | 5,100 tested, under 10 active;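 active means inhibition above the mean inhibition over all tested compounds plus 3 SD, cut at about 75% in these data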;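 further: 0% = DMSO only wells and 100% = 8 µM reference MMP13 inhibitor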
* hit, by the source's call. Only part of the results is shown; rates above refer to the full screens.

SMILES	MMP13 fTHP cleavage
O=C(Cn1cc2c(n1)CCCC2)NCC1CCCO1 (stereo unspecified)	7
Cc1c(Cc2ccccc2)c(=O)oc2cc(OCc3nn[nH]n3)ccc12	-20
CSc1ccc(-c2c(C#N)c(N)nc3c2c(C)nn3-c2ccccc2)cc1	13
O=C(NC1CC1)c1ccc(-c2nc3ccccc3s2)s1	2
N#Cc1cc2c(=O)n3ccccc3nc2n(CCCN2CCOCC2)c1=O	-78
CN(C)CCCNCCCNC(=O)c1ccccn1	6
Cc1ccc(-c2cc(-c3ccc(F)cc3)nc(N)c2C#N)o1	-69
COc1ccc(Cn2cccc(NC(=O)Nc3ccc(C#N)cc3)c2=O)cc1	3
CC(C)CCn1cnc2c([nH]c3cccc(Cl)c32)c1=O	-3
COc1ccc2oc(C(=O)CCC(=O)O)c(N)c2c1	0
CC1Cc2nc(SCC(=O)Nc3nccs3)n(Cc3ccccc3)c(=O)c2S1 (stereo unspecified)	4
CCOCCCn1c(=NC(C)=O)c(C(=O)OCC)cc2c(=O)n3ccccc3nc21	-30
COC(=O)CSc1nc2sc3c(c2c(=O)n1C1CCCCC1)CCN(C)C3	0
N#Cc1nc(-c2ccccc2F)oc1NCCc1ccccn1	10
CSc1nc2nc(-c3ccccc3)cc(C(F)(F)F)n2n1	3
Cc1cccc(N2CCN(C3=NC(=O)C(=C4CCCCC4)S3)CC2)c1	5
Cn1cnnc1SCC(=O)Nc1sccc1C#N	2
COc1c(F)c(F)c(C(=O)Nc2ccc3oc(-c4ccncc4)nc3c2)c(F)c1F	-2
Cc1cccc(NC(=O)c2cc(N3CCOCC3)nc3ccccc23)c1	-1
COc1ccc(-c2cc(C(=O)NCc3cccnc3)no2)cc1	1
CN1CCc2c(sc3ncn4nc(-c5ccccc5O)nc4c23)C1	3
CC1CCN(CCCNC(=O)c2coc3nc4ccccc4nc23)CC1	-44
COc1ccc2[nH]c(=O)c(CN(C(=O)c3ccco3)C3CCCCC3)cc2c1	4
COc1ccc(-c2nc3cccc(C)n3c2NCc2ccco2)cc1OC	-9
COC(=O)Nc1nnc(-c2ccncc2)s1	23
Cc1ccc(C)c(NC(=O)CSc2n[nH]c(-c3ccncc3)n2)c1	3
COc1ccc(Cn2c(N)c(C#N)c3nc4ccccc4nc32)cc1OC	-13
Cc1csc2ncc(C(=O)NC(C)c3ccccc3)c(=O)n12 (stereo unspecified)	-6
C=CCc1cccc2cc(C(=O)NC)c(=O)oc12	6
O=S(=O)(c1ccccc1C(F)(F)F)N1CCOCC1	6
Cc1cc(C)c(C#N)c(N2CCCC2)n1	16
Cc1ccc2cc3c(NC(=O)c4ccco4)nn(CC(C)C)c3nc2c1	-6
C=CCOC(=O)COc1ccc2c(C)c(C)c(=O)oc2c1	7
COC(=O)C1=C(C)NC2=C(C(=O)CCC2)C1c1cccc(C)n1 (stereo unspecified)	9
CSc1ccc2[nH]c(=O)cc(C)c2c1	6
COC(=O)C(C)Oc1ccc2c3c(c(=O)oc2c1)CCCCC3 (stereo unspecified)	6
CCN1CCc2c(sc(N)c2C#N)C1	4
Cc1c(OCC(=O)OC(C)(C)C)ccc2c3c(c(=O)oc12)CCC3	2
O=C1NC(c2ccco2)Nc2sc3c(c21)CCN(Cc1ccccc1)C3 (stereo unspecified)	4
Cc1ccc(-c2ccc(CCC(=O)O)n2C(C)C)cc1	2
O=C(c1cnc(N2CCN(c3ncccn3)CC2)c2ccccc12)N1CCN(c2ncccn2)CC1	3
CC(=O)Nc1ccc2nc(-c3cccs3)[nH]c2c1	-30
COc1ccc(-c2nc3nc(C)c(Cc4ccccc4)c(=O)n3[nH]2)cc1	4
CCC(C)C(=O)Nc1nnc(-c2cccs2)s1 (stereo unspecified)	3
COc1ccc(-c2cc3ccccc3n2CC(O)CN2CCN(CCO)CC2)cc1 (stereo unspecified)	1

An excerpt from above in order of the MMP13 fTHP cleavage value, low to high:
SMILES	MMP13 fTHP cleavage
N#Cc1cc2c(=O)n3ccccc3nc2n(CCCN2CCOCC2)c1=O	-78
CCOCCCn1c(=NC(C)=O)c(C(=O)OCC)cc2c(=O)n3ccccc3nc21	-30
COc1ccc(-c2nc3cccc(C)n3c2NCc2ccco2)cc1OC	-9
COc1ccc(Cn2cccc(NC(=O)Nc3ccc(C#N)cc3)c2=O)cc1	3

Other compounds follow.
SMILES	MMP13 fTHP cleavage
Cn1c2ccccc2c2c(C(=O)N3CCN(c4ccccn4)CC3)cn(C3CCCC3)c(=O)c21	0
CCN(Cc1cc2cc(OC)ccc2[nH]c1=O)C(=O)Cc1ccc(OC)cc1	5
CCCOC(=O)c1ccc(NS(=O)(=O)c2cccs2)cc1	4
CC(C)C(=O)N1CCN(c2nc(-c3ccccc3)c3c(c2C#N)CCCC3)CC1	1
Nc1nc(NC(=O)c2cccs2)nn1-c1ccccc1	1
O=C(CN1C(=O)C2C3C=CC(C3)C2C1=O)Nc1ccc2nccnc2c1 (stereo unspecified)	5
Cc1ccc(Oc2ccc(S(=O)(=O)N3CCOCC3)cc2C(N)=O)c(-n2nc3ccccc3n2)c1	3
Cc1cccc2cc(C#N)c(N3CCCC3)nc12	3
Nc1cc(Cl)ccc1N1CCOCC1	15
Cc1cc(=O)oc2cc(OC(C)C)ccc12	-1
COc1ccc(NC(=O)CSc2nc(O)cc(=O)n2-c2ccccc2OC)cc1	5
O=C1CC(O)(C(F)(F)F)Oc2c1ccc1ccccc21 (stereo unspecified)	-14
COc1ccc(-n2cc(-c3ccccc3)c3c(N4CCN(CCO)CC4)ncnc32)cc1	7
CCOc1nc(-c2ccccc2)ccc1-c1noc(-c2ccco2)n1	11
COC(=O)c1ccc(-c2sc3nc(N4CCOCC4)c4c(c3c2N)CC(C)(C)OC4)o1	-1

A second format for part of the listing above:
Structure | MMP13 fTHP cleavage
COc1ccc(-c2cc3ccccc3n2CC(O)CN2CCN(CCO)CC2)cc1 (stereo unspecified) | 1
Cn1c2ccccc2c2c(C(=O)N3CCN(c4ccccn4)CC3)cn(C3CCCC3)c(=O)c21 | 0
CCN(Cc1cc2cc(OC)ccc2[nH]c1=O)C(=O)Cc1ccc(OC)cc1 | 5
CCCOC(=O)c1ccc(NS(=O)(=O)c2cccs2)cc1 | 4

Following part.
SMILES	MMP13 fTHP cleavage
CC1(C)Cc2c(c(-c3ccco3)[nH]c(=O)c2C#N)CO1	8
CCCN(CCC)CCCNC(=O)c1cc2c(=O)n(C)c3ccccc3c2n1C	-1
CCC(CC)C(=O)NCCc1cc2ccc(OC)cc2[nH]c1=O	1
CC1CN(C(=O)c2cccs2)CCN1C(=O)c1cccs1 (stereo unspecified)	7
Cc1cccc(C2Nc3ccccc3C(=O)N2CCc2ccccc2)n1 (stereo unspecified)	-7
COCCn1c(N)c(C(=O)NCc2cccs2)c2nc3ccccc3nc21	-4
O=C(CCN1C(=O)c2ccccc2C1=O)NCCC1=CCCCC1	3
Cc1cc(C)c2c(N)c(C(=O)Nc3nccs3)sc2n1	-7
COc1ccccc1Oc1c(C)oc2c(CN3CCN(CCO)CC3)c(O)ccc2c1=O	18
CCOC(=O)c1nc(N)c(C(=O)OCC)[nH]1	-4
Cc1nc2cc(NC(=O)N3CCN(c4ccccn4)CC3)ccc2o1	3
CCNC(=O)NC(=O)COC(=O)c1ccccc1SCC(=O)NC(=O)NCC	-60
O=c1cc(CN2CCN(c3ccccc3)CC2)c2cc(O)c(-c3ccccc3)cc2o1	9
c1ccc2c(c1)nc(N1CCOCC1)c1c3ccccc3[nH]c21	0
COC(=O)c1c(N)c2ccccc2[nH]c1=O	9
CC1CCCCN1CCNC(=O)c1ccc2c(=O)n(CCc3ccccc3)c(=O)[nH]c2c1 (stereo unspecified)	5
COc1ccccc1NC(=O)C1=C(C)NC2=C(C(=O)CCC2)C1c1ccc2c(c1)OCO2 (stereo unspecified)	3
CCOC(=O)c1[nH]c2ccc(OCC)cc2c1NC(=O)CN1CCN(c2ccccn2)CC1	-14
CC1CCN(CCCNC(=O)c2cc3c(=O)n(C)c4ccccc4c3n2C)CC1	-1
Cc1cc(NC(=O)c2cc(S(=O)(=O)N3CCCCC3)ccc2C)n(-c2ccccn2)n1	1
Cn1c(CN2CCOCC2)c(C#N)c2ccccc21	2
Cc1onc(-c2ccccc2)c1C(=O)Nc1ccc2c(C)cc(=O)oc2c1	2
O=C1NCCN1Cc1ccccc1F	0
CC(=O)c1c(C)[nH]c(C(=O)OCC(=O)Nc2cc(C)on2)c1C	9
COc1ccc(Oc2nc3c(c(=O)n(C)c(=O)n3C)n2Cc2cccc(OC)c2)cc1	1
c1ccc(-n2ncc3c2ncn2nc(-c4ccco4)nc32)cc1	-6
COc1ccc2nc3c(cc2c1)c(NC(=O)c1cccs1)nn3CC(C)C	3
COc1nc(-c2ccccc2)cc(-c2ccc(OC)c(OC)c2)n1	31
COc1ccc(NCc2cc3cc(OC)ccc3[nH]c2=O)cc1	2
N=c1c(C(=O)NCc2ccc3c(c2)OCO3)cc2c(=O)n3ccccc3nc2n1Cc1cccnc1	4

Overlap with the part before: five entries; new compounds follow.
SMILES	MMP13 fTHP cleavage
c1ccc(-n2ncc3c2ncn2nc(-c4ccco4)nc32)cc1	-6
COc1ccc2nc3c(cc2c1)c(NC(=O)c1cccs1)nn3CC(C)C	3
COc1nc(-c2ccccc2)cc(-c2ccc(OC)c(OC)c2)n1	31
COc1ccc(NCc2cc3cc(OC)ccc3[nH]c2=O)cc1	2
N=c1c(C(=O)NCc2ccc3c(c2)OCO3)cc2c(=O)n3ccccc3nc2n1Cc1cccnc1	4
CCCC(=O)OCCn1c(Br)nc2c1c(=O)[nH]c(=O)n2C	3
CCN(CC)c1ccc(-c2nn3c(-c4ccccc4OC)nnc3s2)cc1	11
COc1cccc(CC(NC(C)=O)C(=O)NC2CCN(c3nc(C)cc(C)c3C#N)CC2)c1OC (stereo unspecified)	7
Cc1cc(Cl)c(S(=O)(=O)Nc2ccccn2)cc1OCC(N)=O	7
COc1ccc2c(c1OC)C(=O)N(c1ncn[nH]1)C2	6
c1cncc(-c2nc3ccccc3o2)c1	2
COc1cc(-c2nn3c(-c4ccccn4)nnc3s2)cc(OC)c1OC	1
Cc1ccc(S(=O)(=O)Cn2nnnc2CN2CCOCC2)cc1	4
O=c1c2c(nc3cc(-c4ccccc4)[nH]n13)CCC2	10
CCOc1ccc(N(Cc2cc3cc(OC)ccc3[nH]c2=O)S(C)(=O)=O)cc1	8
O=C(CSc1ncccc1-c1nc2ccccc2[nH]1)N1CCCCC1	6
Cc1ccc2c(N)c(C)ccc2c1	10
NC(=O)COc1ccc2c3c(c(=O)oc2c1)CCCCC3	3
O=c1[nH]c2ccccc2nc1NCCN1CCOCC1	3
Cc1cccc(-c2nc(C#N)c(NC3CCCCC3)o2)c1	5
COc1ccc2oc(=O)c(NC(=O)C3CCCCC3)cc2c1	2
Cc1cc(C)cc(C(=O)N2CCC(C(N)=O)CC2)c1	6
C#CCSc1nc(-c2cccs2)ccc1C#N	-10
COc1ccc(S(=O)(=O)N2CC(O)CC2C(=O)OCC(=O)Nc2ccc(Cl)cn2)cc1 (stereo unspecified)	3
COc1ccccc1N1C(=O)c2ccccc2NC1c1ccncc1 (stereo unspecified)	7
COC(=O)c1ccc2c(=O)sc(N3CCC(C(N)=O)CC3)nc2c1	1
CCC(=O)Oc1ccc2c(C)cc(=O)oc2c1C	-10
COc1ccc(-c2[nH]nc3oc(=O)cc(C)c23)cc1	-3
COc1ccc(C2C3=C(CC(C)(C)CC3=O)Nc3n[nH]c(C)c32)cc1 (stereo unspecified)	-4
Cc1ccc(-c2nnn(CC(=O)Nc3ccc4nn(-c5ccccc5)nc4c3)n2)o1	-16
CCOc1ccccc1N(C(=O)c1snc(C(N)=O)c1N)C(C(=O)NCCC(C)C)c1ccco1 (stereo unspecified)	-4
COc1ccc(-n2nc3cc(C)c(N)c(Br)c3n2)cc1	3
CCOC(=O)c1nn(-c2ccccc2)c(C(=O)OCC)c1N	-8
COc1ccc(C2C=C(c3ccc(C)cc3)Nc3ncnn32)cc1 (stereo unspecified)	3
CCCN1CC=C2C(C#N)=C(N)C(C#N)(C#N)C(c3cc(OC)ccc3OC)C2C1 (stereo unspecified)	8
CCOC(=O)CSc1nnc(NC(=O)c2cccc(S(=O)(=O)N3CCCCC3)c2)s1	5
Cn1c2ccccc2c2ncn(Cc3ccco3)c(=O)c21	1
N#Cc1nc(-c2cccs2)oc1NCc1ccc(Cl)cc1	-21
Cc1ccccc1-n1nc(C)c2cc(C(=O)NCc3cccnc3)sc21	9
CCN(CCCNC(=O)Cn1ncc2c(=O)oc3ccccc3c21)c1cccc(C)c1	6
COc1ccccc1NC(=O)N(Cc1cc2cc(OC)c(OC)cc2[nH]c1=O)CC1CCCO1 (stereo unspecified)	2
Cc1ccc(-n2ncc3c(=O)n(CC(=O)NCc4ccco4)cnc32)cc1C	5
NC(=O)c1ccsc1NC(=O)COC(=O)c1ccccc1NCc1ccco1	-18
COc1ccc2oc(=O)c(-c3nnc(NCc4ccco4)s3)cc2c1	6
COC(=O)c1cccc(S(=O)(=O)N(Cc2ccco2)Cc2cc3ccc(OC)cc3[nH]c2=O)c1	5
CCOC(=O)N1CCN(C(=O)c2ccccc2NC(=O)COc2ccccc2C)CC1	6
NCCCNC(=O)c1cc2ccccc2[nH]1	0
CN1CCN(C(=O)CSc2nc(-c3cccs3)cc(-c3cccs3)c2C#N)CC1	3
COc1cc2c(cc1OC)-c1cc(NCc3ccccn3)nc(=O)n1CC2	-4
CC1(C)CC(=O)c2cc(C(=O)NC3CCSC3=O)c(=O)n(-c3ccccc3)c2C1 (stereo unspecified)	8
COc1cc2[nH]c3c(=O)n(CCN4CCCCC4)cnc3c2cc1OC	5
Cc1sc(NC(=O)c2ccco2)nc1-c1ccc2c(c1)CC(C)N2C(=O)C1CC1 (stereo unspecified)	6
c1ccc(-c2oc3ncnc(NCCN4CCOCC4)c3c2-c2ccccc2)cc1	0
Cc1nc2nc(-c3ccco3)nn2c(C)c1Cl	-2
COc1cccc(-c2cn3nc(C)c(C)nc3n2)c1	5
CCOC(=O)CC1C(=O)NCCN1C(=O)c1cc2c(=O)n3cccc(C)c3nc2s1 (stereo unspecified)	0

Bioassay records deposited in PubChem by The Scripps Research Institute Molecular Screening Center.
